Rpn11 block – inhibitors of human proteasome Rpn11 | 360,000 compounds, 0.59% hits | O00487 | calls only at 20 µM | human 26S proteasome, Ub4-pepOG fluorescence polarization; 20S core pre-blocked with epoxomicin;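 active = inhibition at 20 µM, scaled to each plate's controls, above about 33%, limit read from the data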
CSN inh – blocks human CSN-mediated cullin deneddylation | 360,000 compounds, 0.38% hits | AID 651999 | inhibition, % at 12.5 µM | Purified CSN, SCF-Nedd8-OG deneddylation, fluorescence polarization | Q92905;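 active = pattern-corrected inhibition above about 35%, with an unprinted fluorescence ratio check between 0.5 and 1.5, limit read from the data, passing the limit was not always enough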;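 also: 0% = enzyme with substrate and 100% = substrate without enzyme; some results filed as inactive read as strong as hits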
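Assay system: purified human Csn5 enzyme expressed in HEK293T cells; measure: % inhibition; also added: SCFSkp2-Nedd8OG substrate at 10 nM final; technique: fluorescence polarization; times: reaction 90 min, room temperature; medium: Tris buffer pH 7.5, NaCl, DTT, Tween-20, trehalose, ovalbumin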
PABP1 MLLE inh – blocks PAM2 peptide binding to the PABP1 MLLE domain; P11940; GST-MLLE / FITC-PAM2 fluorescence polarization; inhibition, % at 20 µM; 360,000 compounds, 0.36% hits; in the data active = inhibition above about 35%, passing the limit was not always enough;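 also: plate controls were DMSO wells with GST-MLLE for no effect and wells lacking GST-MLLE protein for full effect; some results filed as inactive read as strong as hits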
Scp-1 inhibitor – Scp-1 (human) phosphatase inhibition. inhibition, % at 20 µM. Recombinant Scp1, phosphopeptide, malachite green phosphate absorbance. 340,000 compounds, 0.88% hits;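 active = inhibition above about 50% at 20 µM, limit read from the data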;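 also: plate controls were DMSO wells with enzyme for no effect and wells lacking enzyme for full effect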
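System: truncated SCP-1 phosphatase (76-261aa); medium: Tris acetate buffer pH 5.5 with MgCl2 and Tween-20; incubation: 45 min room-temperature reaction, 5 min colour, 30 min stabiliser; compound: single 20 µM dose, 1% DMSO; reagent: Phosphorylated 17-residue peptide substrate; read-out: % inhibition at 20 µM; technique: colorimetric free-phosphate detection, absorbance 630 nm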
DNMT1 block – DNMT1 (human) enzyme inhibition; P26358; DNMT1 molecular beacon, Hinp1I cleavage, fluorescence; inhibition (reported as % activation of signal), % at 10 µM; 360,000 compounds, 0.83% hits; in the data active = inhibition above about 50%
Target sequence (P26358 504-1616 limits assumed): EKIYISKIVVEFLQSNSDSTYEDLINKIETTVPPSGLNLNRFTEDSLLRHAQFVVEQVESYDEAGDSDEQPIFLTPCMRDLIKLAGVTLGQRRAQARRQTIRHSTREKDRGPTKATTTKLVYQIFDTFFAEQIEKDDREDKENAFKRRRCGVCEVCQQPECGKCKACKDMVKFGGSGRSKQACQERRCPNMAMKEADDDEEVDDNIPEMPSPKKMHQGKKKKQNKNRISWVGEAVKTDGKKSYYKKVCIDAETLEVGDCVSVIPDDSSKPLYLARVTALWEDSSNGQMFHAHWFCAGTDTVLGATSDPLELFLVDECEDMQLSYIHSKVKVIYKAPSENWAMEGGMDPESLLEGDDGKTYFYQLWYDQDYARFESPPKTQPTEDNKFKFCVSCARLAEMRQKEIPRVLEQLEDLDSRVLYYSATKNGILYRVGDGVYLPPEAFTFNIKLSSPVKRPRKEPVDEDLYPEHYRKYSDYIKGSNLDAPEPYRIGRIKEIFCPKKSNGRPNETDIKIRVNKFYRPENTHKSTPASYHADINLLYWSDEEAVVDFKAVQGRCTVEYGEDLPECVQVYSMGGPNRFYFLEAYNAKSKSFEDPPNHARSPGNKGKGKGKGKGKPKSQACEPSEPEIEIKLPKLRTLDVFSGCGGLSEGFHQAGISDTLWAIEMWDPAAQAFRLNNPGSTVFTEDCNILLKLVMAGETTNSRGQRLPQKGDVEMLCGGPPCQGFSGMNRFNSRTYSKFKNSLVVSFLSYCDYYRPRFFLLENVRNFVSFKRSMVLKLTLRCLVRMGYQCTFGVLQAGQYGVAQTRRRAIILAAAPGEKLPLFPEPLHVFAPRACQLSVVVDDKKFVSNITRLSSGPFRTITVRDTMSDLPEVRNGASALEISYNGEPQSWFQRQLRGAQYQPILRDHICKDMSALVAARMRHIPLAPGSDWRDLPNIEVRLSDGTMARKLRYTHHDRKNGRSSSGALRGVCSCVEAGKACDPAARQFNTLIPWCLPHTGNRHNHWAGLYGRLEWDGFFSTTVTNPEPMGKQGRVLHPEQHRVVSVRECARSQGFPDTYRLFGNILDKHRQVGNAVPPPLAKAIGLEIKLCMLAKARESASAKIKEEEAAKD
NadD inh – NadD (S. aureus) enzyme inhibition. purified NadD enzyme, colorimetric absorbance read-out. inhibition, % at 20 µM. 360,000 compounds, 0.78% hits. AID 602399; in the data active = inhibition above about 26%; also: some compounds past the cut are filed as inactive
SUMO1 PPI mod – modulators of human SUMO1-mediated protein-protein interactions; AID 602429; inhibition, % at 20 µM; SUMO1 binding to a labelled peptide, TR-FRET, 1 h; 360,000 compounds, 0.33% hits; P63165; in the data active = inhibition above about 37%
LMPTP block – LMPTP (human) inhibition. recombinant LMPTP-A, OMFP fluorogenic substrate, fluorescence intensity. inhibition, % at 20 µM. 360,000 compounds, 0.22% hits;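 active = compounds that cut the enzyme signal by at least half of the control window in the single-dose screen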;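 also: plate controls were DMSO wells with enzyme plus substrate for no effect and substrate without enzyme for full effect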
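Test system: LMPTP-A phosphatase enzyme. Amount: LMPTP-A at 0.625 nM final in the reaction. Reagent: OMFP substrate, 400 µM final. Times: 50 min at room temperature. Signal: endpoint fluorescence intensity from OMFP dephosphorylation. Read-out basis: % inhibition. Benchmarks: no-enzyme and uninhibited controls.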
STEP inh – STEP (human) phosphatase inhibition | inhibition, % at 20 µM | P54829 | recombinant STEP, OMFP fluorogenic substrate, fluorescence | 360,000 compounds, 0.25% hits;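 active = inhibition at 20 µM, scaled per plate between control wells, above about 37%, limit read from the data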;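 also: 0% = DMSO with enzyme and substrate and 100% = substrate only without enzyme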
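Assay system: isolated STEP enzyme. Buffer or medium: pH 6.0 Bis-Tris with DTT and Tween 20. Also added: fluorogenic phosphatase substrate OMFP at 25 µM final. Dosing: 20 µM, 1% DMSO. Timing: 20 min reaction, room temperature, in the dark. Measured by: fluorescence intensity, excitation 480 nm, emission 540 nm. Evaluation: normalized % inhibition.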
Tb MetRS inh – blocks T. brucei methionyl-tRNA synthetase activity. purified T. brucei MetRS, ATP depletion, Kinase-Glo luminescence. inhibition, % at 11.9 µM. 360,000 compounds, 0.4% hits. AID 624268;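 active = inhibition above a per-plate cutoff of the control wells' mean inhibition plus 3 SD, cut at about 5.5% in these data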;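 also: 0% = DMSO wells median and 100% = median of wells with control inhibitor compound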
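assay system = parasite MetRS enzyme | timing = 15 min preincubation, 2 h reaction, all 25 °C | evaluation = percent inhibition relative to median high and low control wells | medium = HEPES buffer containing pyrophosphatase, BSA, spermine, DTT | compound = single dose, 11.9 µM final nominal, 0.9% final DMSO | detection = Kinase-Glo luminescence, ATP depletion format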
* marks the source's active call; other numbers are inactive results; i = inactive; · = no result given.

SMILES	Rpn11 block	CSN inh	PABP1 MLLE inh	Scp-1 inhibitor	DNMT1 block	NadD inh	SUMO1 PPI mod	LMPTP block	STEP inh	Tb MetRS inh
COc1cccc(CNC(=O)c2ccc(NS(=O)(=O)c3ccc4[nH]c(=O)[nH]c4c3)cc2)c1	i	-2	10	-9	-5	-5	6	0.7	-3	0.0
Cc1cccc(NS(=O)(=O)c2nnc(NC(=O)c3cccc(C)c3)s2)c1	i	1	1	0	2	0	19	1.7	-2	-0.4
O=C1CCCN2N=C(SCC(=O)Nc3ccc(F)cc3F)SC2=N1	i	-1	-7	4	-1	-2	-2	-0.4	-3	-0.4
CN(Cc1cccc(F)c1)C(=O)CSc1nnnn1C1CC1	i	0	-5	1	1	6	-2	-0.2	1	-0.6
O=C(CN1C(=O)NC2(CCCCC2)C1=O)N1CCN(S(=O)(=O)c2ccccc2)CC1	i	1	-28	-7	4	-2	2	-1.1	0	-0.2
CCC1CCCCN1C(=O)Cn1c(=O)oc2ccccc21 (stereo not drawn)	i	-1	5	-3	3	-1	0	-1.7	0	-0.1
COc1ccc(/C=N/NC(=S)NC2CCS(=O)(=O)C2)cc1OC (stereo not drawn)	i	3	20	0	1	1	-9	-1.7	0	-1.0
CCOC(=O)N1CCC(NC(=O)Cn2ncc3c4ccccc4n(C)c3c2=O)CC1	i	1	-7	-2	3	1	2	-0.5	0	0.6
O=C(Nc1ccc2ccccc2c1[N+](=O)[O-])c1ccccc1	i	0	28	-13	-5	-5	-29	-0.6	6	0.0
O=C(COC(=O)c1ccco1)Nc1ccc2c(c1)OCO2	i	2	-12	-13	-2	6	0	0.0	-2	-0.3
COc1ccc(N2C(=O)CCC2(C#N)c2ccc(OC)cc2)cc1 (stereo not drawn)	i	-2	6	-5	-3	4	0	-0.6	1	0.3
Cc1cc(N/N=C/c2ccccc2Br)nc2ccccc12	i	-9	-8	1	0	12	0	5.0	2	0.3
Cc1ccc(C(=O)CN(Cc2ccccc2)C2=NCCS2)cc1	i	2	5	-5	3	-5	0	-0.3	0	1.2
CC(=O)Nc1ccc(Oc2ncccn2)c(Cl)c1	i	9	1	-3	1	-1	3	0.8	-2	0.0
COC(=O)c1ccccc1NC(=O)C1CC(=O)N(c2ccc(OC)cc2)C1 (stereo not drawn)	i	0	-5	-9	0	-2	4	-1.1	-1	1.1
COc1ccc(NC(=O)c2c(C)nn(Cc3ccccc3)c2Cl)cc1S(=O)(=O)N1CCOCC1	i	2	1	4	0	-3	-1	-0.8	3	0.0
Cc1ccc(SCC(=O)N2CCN(S(=O)(=O)c3cccs3)CC2)cc1	i	3	-18	-7	5	0	4	0.1	1	-0.1
S=C(NC1CC1)N1CCN(C(=S)NC2CC2)CC1	i	4	-84	-6	2	-1	5	-0.9	0	0.7
CC[C@@H](C)[C@@H]1CN([C@@H](C)CN2CCC[C@H]2CN2C(N)=NC[C@@H]2Cc2ccccc2)C(=N)N1CCc1ccc(Cl)c(Cl)c1	i	2	1	10	9	4	-59	21	2	-0.3
Cc1cc(NC(=O)CSc2nnc3ccc(-c4ccccc4)nn23)no1	i	5	0	·	4	-4	-8	-1.1	-1	0.6

Single records (already shown). Order of screens: Rpn11 block | CSN inh | PABP1 MLLE inh | Scp-1 inhibitor | DNMT1 block | NadD inh | SUMO1 PPI mod | LMPTP block | STEP inh | Tb MetRS inh
COC(=O)c1ccccc1NC(=O)C1CC(=O)N(c2ccc(OC)cc2)C1 (stereo not drawn) is listed as i | 0 | -5 | -9 | 0 | -2 | 4 | -1.1 | -1 | 1.1
Cc1cc(N/N=C/c2ccccc2Br)nc2ccccc12 is listed as i | -9 | -8 | 1 | 0 | 12 | 0 | 5.0 | 2 | 0.3
COc1ccc(N2C(=O)CCC2(C#N)c2ccc(OC)cc2)cc1 (stereo not drawn) is listed as i | -2 | 6 | -5 | -3 | 4 | 0 | -0.6 | 1 | 0.3
COc1ccc(/C=N/NC(=S)NC2CCS(=O)(=O)C2)cc1OC (stereo not drawn) is listed as i | 3 | 20 | 0 | 1 | 1 | -9 | -1.7 | 0 | -1.0
S=C(NC1CC1)N1CCN(C(=S)NC2CC2)CC1 is listed as i | 4 | -84 | -6 | 2 | -1 | 5 | -0.9 | 0 | 0.7

(cont.)
SMILES	Rpn11 block	CSN inh	PABP1 MLLE inh	Scp-1 inhibitor	DNMT1 block	NadD inh	SUMO1 PPI mod	LMPTP block	STEP inh	Tb MetRS inh
CCOCCCn1c(SCC(=O)N(C)C2CCS(=O)(=O)C2)nc2ccccc2c1=O (stereo not drawn)	i	3	-15	-9	2	-2	2	-1.0	-3	-0.3
CC12CCC(=O)N1C(C(=O)Nc1nccs1)CS2 (stereo not drawn)	i	5	5	-1	0	1	7	-0.1	1	-0.5
CC(C)(C)NC(=O)c1ccc2c(c1)N(CC(=O)N1CCCCC1)C(=O)C(C)(C)O2	i	6	1	-2	1	-12	3	-2.3	-1	-0.3
O=C(CCC1CCCN(c2ncccn2)C1)N1CCN(c2ccccn2)CC1 (stereo not drawn)	i	4	9	-4	2	-6	-3	-0.5	-2	-0.9
COC(=O)c1c(NC(=O)CCc2ccc(C)o2)sc(C)c1C	i	-1	3	-15	-4	12	5	0.0	2	-0.4
COc1cccc(-c2nc(CS(=O)CC(=O)NC(C)CCc3ccccc3)c(C)o2)c1 (stereo not drawn)	i	-2	14	2	-3	-5	3	-1.3	1	-0.7
Cc1ccc(OC(=O)COc2ccccc2C)cc1	i	-4	6	-18	-3	-9	3	2.6	1	-0.6
CC1CCCN(C(=O)Cc2cn(Cc3cccc(Cl)c3)c3ccccc23)C1 (stereo not drawn)	i	3	-7	0	-1	0	0	5.8	7	-0.7
COc1cccc(CNc2nc3cc(-c4cccc(C(=O)NCCO)c4)sc3c(=O)n2C)c1	i	5	-80	·	14	-7	-23	1.3	-2	0.1
C=CCN=C(NC#N)SC	i	1	11	-1	2	-2	3	-1.7	-1	-0.9
CCOCC(=O)N1CCc2ccccc21	i	1	2	-5	-8	-5	2	0.6	-3	-1.4
CCCC(=O)C1=C(O)C(C(=O)OC)C(C)(C)CC1=Nc1ccc(C)cc1 (stereo not drawn)	i	-3	0	-3	10	-5	3	1.4	0	-0.9
CCCN(CCC)CCNC(=O)CS(=O)Cc1nc(-c2ccc(C)cc2)oc1C (stereo not drawn)	i	2	8	3	-1	-2	-1	-0.4	3	-0.4
CC(=O)c1cccc(Nc2nc(N3CCOCC3)nc(N3CCOCC3)n2)c1	i	2	-27	-3	0	5	2	-0.4	0	-0.5
O=C(N/N=C/c1ccc(Cl)cc1Cl)c1ccc(-n2cnnn2)cc1	i	1	3	-4	12	6	6	6.2	11	0.1
Cc1cc(N2CCN(c3cccc(C)c3C)CC2)nc(-c2ccccc2)n1	i	2	-5	3	7	-1	0	5.0	6	-1.4
CCCNC(=O)N1CCC(C(=O)c2cccc(F)c2)CC1	i	0	-4	-13	7	-8	-3	0.2	-18	-3.0
COc1ccc(OC)c(-c2cc(-c3cccnc3)nc(N)c2C#N)c1	i	-9	-9	-4	-4	2	-1	0.8	0	-0.4
c1ccc(CSc2ccc(-c3ccc4c(c3)OCO4)nn2)cc1	i	3	-6	3	7	3	-4	-0.1	0	-1.5
CC(=O)Nc1ccc(NC(=O)CCc2ccc(C)o2)cc1	i	0	-11	-2	0	3	9	-0.2	0	-0.2
O=C(O)c1ccccc1C(=O)Nc1cccc([N+](=O)[O-])c1	i	2	-8	-4	2	1	-19	-1.0	1	-0.8
CCOC(=O)CSc1c(-c2ccc(Cl)cc2)[nH]c2ccccc12	i	-5	5	-3	-14	-4	-4	2.4	0	0.1
O=C(/C=C/c1ccc(Cl)cc1Cl)n1cccn1	i	11	-13	-10	-2	0	16	-0.2	-4	-0.5
COc1ccc(C2=Nc3ccccc3NC(=O)C2N(CCc2cc(OC)cc(OC)c2)C(C)=O)cc1 (stereo not drawn)	i	0	-2	·	-12	1	-7	-0.6	-1	-0.3
COc1ccc(-n2c(SCC(=O)N(C)C3CCS(=O)(=O)C3)nc3ccc(O)cc3c2=O)cc1OC (stereo not drawn)	i	3	-30	-12	1	-4	1	1.4	-2	-0.3
CN(C)Cc1ccc(O)c(CCc2ccccc2)n1	i	-4	7	-7	1	-8	-6	-5.2	4	0.0
Cc1nc(Br)c(Br)n1Cc1ccccc1	i	0	0	·	1	2	5	1.6	-4	-0.3
CCOC(=O)CC1=C(C#N)C(c2cccnc2)C(C(=O)OCC)=C(N)O1 (stereo not drawn)	i	-6	16	-12	19	-6	-1	-0.7	-1	0.0
COc1ccc(CCC(=O)Nc2cc3c4c(c2)CCC(=O)N4CCC3)cc1	i	7	3	-8	4	2	-2	1.0	0	-0.5
CCCCNC(=S)N1CCN(C)CC1	i	7	-112	-3	0	-3	-1	-3.2	-1	-0.9
O=C(O)c1cccc(NC(=S)N/N=C/c2cccc(O)c2)c1	i	-2	25	1	2	0	11	-0.8	0	-0.4
CC1CCCN(CCCNC(=O)c2ccc3c(c2)N(Cc2ccc(F)cc2)C(=O)c2ccccc2S3=O)C1 (stereo not drawn)	i	2	-3	4	-4	-5	-2	1.0	-1	-0.7
Cc1cc(C)c(C(=O)NC2CCCc3c2cnn3-c2cccc(C)c2C)o1 (stereo not drawn)	i	5	2	-2	1	-6	7	0.8	1	-0.4
COc1ccc(C(=O)NC(=S)NNC(=O)c2cccnc2)cc1	i	4	9	-2	1	5	-3	0.1	1	0.1
Cc1ccc(/C=C/C(=O)N2CCC(Cc3ccccc3)CC2)cc1	i	0	2	-4	9	-2	-6	4.9	3	-0.8
CCc1ccc(CN(C(=O)c2cc3ccccc3oc2=O)C2CCS(=O)(=O)C2)cc1 (stereo not drawn)	i	2	-2	-4	-3	7	-4	-0.5	-5	0.1
Cn1c(=O)c2c(nc(NCC3CCCC(CN)C3)n2Cc2ccc(Cl)cc2Cl)n(C)c1=O (stereo not drawn)	i	5	-9	-1	7	4	-35	6.1	8	-1.5
COC(=O)c1ccc(CSc2nc3cc(Cl)ccc3o2)cc1	i	4	-1	-15	-1	2	0	4.0	1	0.7
CCc1nnc(N/N=C/c2cc(C)c(C)cc2C)n1N	i	1	16	6	-1	-7	-7	-1.4	-4	0.4
